Assay outcomes from PubChem.
ERK EGF inh = qHTS Assay for Inhibitors of the ERK Signaling Pathway using a Homogeneous Screening Assay; Stimulation with EGF | HEK293-V1b, EGF-stimulated phospho-ERK AlphaScreen | 0.41% of 130,000 active | Potency, µM (top dose mostly 11.5 µM), without a hit: at the highest dose activity change, negative = inhibition, hits mostly inhibitors; active = well fitted inhibition curve with a large enough effect; inconclusive = small, poorly fitted or top-dose-only effect, or effect the other way;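 note: plate controls were stimulated vehicle wells for no effect and unstimulated vehicle basal for full effect; nearly all actives have a fitted effect of over 55% in size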
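Concentration-response of compounds against EGF-driven ERK phosphorylation in V1b-expressing HEK293 cells; 30 min preincubation, 5 min EGF, AlphaScreen detection; Normalized to DMSO basal and 25 nM EGF.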
An asterisk follows results filed as active; ? = inconclusive; & = joins results of further samples; [ ] = another dose, or the depositor's remark. Potency is the fitted concentration of half-maximal effect. The list is partial; rates above refer to the full screens.

SMILES	ERK EGF inh
O=C(O)Cc1cn(Cc2cccc(Cl)c2)c2ccccc12	-2.6%
c1ccc2c(CCNc3ncnc4nc[nH]c34)c[nH]c2c1	?
O=C(OCc1cc2ccccc2[nH]c1=O)c1ccncc1	-10.7%
Cc1nnc(-c2cnn(C)c2N)n1Cc1ccc2c(c1)OCO2	0.8%
COCCNC(=O)C12CC3CC(C1)CC(c1ccccc1)(C3)C2	-6.6%
Cc1cc(S(=O)(=O)NC2CCCCC2)ccc1OCC(=O)NCC1CCCO1 (stereo not drawn)	-8.9%
O=c1cc(NCc2ccco2)[nH]c(=O)n1-c1ccc(Br)cc1	-15.1%
S=c1[nH]nc([C@@H]2C[C@H]2c2ccccc2)n1-c1ccccc1	-1.8%
CC/C(=N\NC(=S)Nc1ccc(OC)cc1)c1ccc(OC(F)F)cc1	4.6%
O=C(Nc1cccc(S(=O)(=O)N2CCCCC2)c1)c1ccc2c(c1)OCO2	6.0%
CCOc1ccc(NC(=S)NN2C(C)CCCC2C)cc1 (stereo not drawn)	-3.6%
CCCCN(C)C1=CC2=CC(=C(C#N)C#N)CCC2CC1 (stereo not drawn)	-5.3%
Cc1sc(-n2c(C)cc(/C=C3\SC(=S)NC3=O)c2C)c(C#N)c1C	?
CCCOC(=O)/C(=C\c1ccc([N+](=O)[O-])o1)NC(=O)c1ccccc1	7.3%
O=C1NCCCC1C(=O)N/N=C/c1ccc(Cl)cc1 (stereo not drawn)	15.9%[57.5 µM]
Cc1ccccc1C(=O)NC1CCN(CC(=O)NCc2ccc(F)cc2)CC1	-0.8%
COC(=O)c1ccccc1C(=O)N1CCCC(CCC(=O)NCc2ccc(F)c(F)c2)C1 (stereo not drawn)	-8.2%
CCN1CCC[C@@H]1CNC(=O)c1cc(S(N)(=O)=O)ccc1OC	2.1%
CCN(CC(=O)Nc1ccc2c(c1)OCCO2)Cc1cc(=O)n2ccsc2n1	-4.2%
CCN(CC)C1CCN(C(=O)CCc2nnc(CCCCc3ccccc3)o2)C1 (stereo not drawn)	4.5%
Cc1ccnc(NC(=O)c2ccc(Cl)c([N+](=O)[O-])c2)c1	-6.6%
Cc1ccc(/C=N/NC(=O)CSc2nc3ccccc3c(=O)n2-c2ccccc2C)s1	6.0%
Cc1cccc(NC(=O)c2cc(NC(=O)C3CCCCC3C(=O)O)ccc2N2CCCCC2)c1 (stereo not drawn)	1.5%
COc1ccc(NC(=O)CSc2nnnn2C)cc1	-8.2%
CCCOC(=O)c1ccc(NC(=O)c2cc(=O)[nH]c3ccccc23)cc1	7.2%[57.5 µM]
OCCN(Cc1ccccc1)Cc1nc(CC2CC2)no1	8.9%
CC12CCC(C(=Nc3ccc(N=C4C(=O)C5(C)CCC4C5(C)C)cc3)C1=O)C2(C)C	10.9%[57.5 µM]
CCO[C@H]1OC(C(N)=O)=C[C@@H](C)[C@@H]1CCCO	-5.6%[57.5 µM]
O=C(CCc1nnc(Cc2cccc(C(F)(F)F)c2)o1)NCC(F)(F)F	-4.8%
CC(C)(Oc1ccc(Cl)cc1)C(=O)NCc1ccc(S(N)(=O)=O)cc1	-1.3%
CC(=O)c1sc(NC(=O)c2ccccc2C)nc1C	-1.6%
NC(=O)C1=C[C@@H](c2ccc(Br)cc2)C[C@@H](OCc2ccc(CO)cc2)O1	-7.0%[57.5 µM]
COCCCNC(=S)NNC(=O)c1ccccc1Br	9.5%
O=C(c1csnn1)N1CCC2(CCN(Cc3nccs3)CC2)CC1	9.9%
COc1ccc(C(O)P(=O)(OCCC(C)C)c2ccc(N(C)C)cc2)cc1OC (stereo not drawn)	2.6%[57.5 µM]
O=c1c(-c2ccc(F)c(F)c2)nc2cncnc2n1Cc1ccc(F)cc1	?
COc1cccc(-n2cc(CNCc3cn(C)nc3-c3ccccc3F)cn2)c1	-10.4%
CNC(=S)N(Cc1ccc(OC)cc1)Cc1cc2ccc(C)cc2[nH]c1=O	5.5%
O=C(Nc1nccs1)c1cc(Cl)nc2ccccc12	0.0%[57.5 µM]
COc1cc(/C=C(\C#N)C(=O)Nc2cc(C(F)(F)F)ccc2Cl)ccc1OCC(=O)Nc1cccc(C(F)(F)F)c1	5.6%
COc1ccc2[nH]c3c(=O)n(Cc4ccc(C(=O)N5CCCCCC5)cc4)c(=S)[nH]c3c2c1	-0.1%
CC(C)CN1C(=O)/C(=C/c2c(N3CCc4ccccc4C3)nc3ccccn3c2=O)SC1=S	?
CN(C)c1ccc(/C=C2\SC(=O)N(CC(O)Cn3c4ccccc4c4ccccc43)C2=O)cc1 (stereo not drawn)	0.1%
CCN(CC)Cc1cc(C(=O)O)c(C)o1	-2.0%
Cc1ccc(OCCn2cc(C(=O)O)c3ccccc32)cc1	-0.9%
CC(C)Cn1nc(NC(=O)c2cccs2)c2cc3ccccc3nc21	?
CC(=O)Nc1ccc(-n2c(=O)c3ccccc3c3ccccc3c2=O)cc1	-2.9%
CC1CCN(c2c(NCC3CCC(C(=O)NCCCc4ccccc4)CC3)c(=O)c2=O)CC1 (stereo not drawn)	0.3%[57.5 µM]
O=C(COC(=O)c1cccs1)Nc1ccc(S(=O)(=O)N2CCOCC2)cc1	0.5%
Cc1cc(C)cc(OCC(=O)O/N=C(\N)Cc2ccc([N+](=O)[O-])cc2)c1	7.6%[57.5 µM]
CCCC[n+]1ccn(C2=C([O-])c3ccccc3C(=O)/C2=N\S(=O)(=O)c2ccc(Cl)cc2)c1	-18.1%[57.5 µM]
O=C(O)/C=C/C(=O)Nc1cccc(C(F)(F)F)c1	3.6%
Cc1nn(-c2ccccc2)c(C)c1NC(=O)COc1ccc(F)cc1Cl	0.4%
COc1ccc2c(c1)O[C@H](c1ccc3c(c1)OCO3)[C@@H](OC(=O)NCCOc1ccccc1)C2=O	-11.5%
COCCNC(=O)CCCn1c(=O)c2cc(OC)c(OC)cc2n(CC(=O)c2ccccc2)c1=O	1.5%
Cc1ccc(NC(=O)C2Cc3ccccc3C(=O)O2)cc1 (stereo not drawn)	2.5%
O=C(O)c1ccc(N/N=C/c2ccc(F)c(F)c2)cc1	-0.3%
CC(NC(=O)CN(C)Cc1cccs1)c1ccccc1 (stereo not drawn)	1.8%
O=C(COC(=O)c1cccs1)Nc1cccc(S(=O)(=O)N2CCOCC2)c1	4.7%
CN1CCN(C(=S)Nc2cccc(C(F)(F)F)c2)CC1	1.9%

Entries shown so far with fluorine, in the order listed:
SMILES	ERK EGF inh
CC/C(=N\NC(=S)Nc1ccc(OC)cc1)c1ccc(OC(F)F)cc1	4.6%
Cc1ccccc1C(=O)NC1CCN(CC(=O)NCc2ccc(F)cc2)CC1	-0.8%
COC(=O)c1ccccc1C(=O)N1CCCC(CCC(=O)NCc2ccc(F)c(F)c2)C1 (stereo not drawn)	-8.2%
O=C(CCc1nnc(Cc2cccc(C(F)(F)F)c2)o1)NCC(F)(F)F	-4.8%
O=c1c(-c2ccc(F)c(F)c2)nc2cncnc2n1Cc1ccc(F)cc1	?
COc1cccc(-n2cc(CNCc3cn(C)nc3-c3ccccc3F)cn2)c1	-10.4%
COc1cc(/C=C(\C#N)C(=O)Nc2cc(C(F)(F)F)ccc2Cl)ccc1OCC(=O)Nc1cccc(C(F)(F)F)c1	5.6%
O=C(O)/C=C/C(=O)Nc1cccc(C(F)(F)F)c1	3.6%
Cc1nn(-c2ccccc2)c(C)c1NC(=O)COc1ccc(F)cc1Cl	0.4%
O=C(O)c1ccc(N/N=C/c2ccc(F)c(F)c2)cc1	-0.3%
CN1CCN(C(=S)Nc2cccc(C(F)(F)F)c2)CC1	1.9%

Additional entries follow:
SMILES	ERK EGF inh
Cc1nc2sccn2c(=O)c1CCN1CCC(=C(c2ccccc2)c2ccc(F)cc2)CC1	-2.4%&-3.9%
O=C(O)c1cc2n(n1)C(C(F)(F)F)CC(C1CC1)N2 (stereo not drawn)	-1.3%[57.5 µM]
COC(=O)c1ccc[n+](CC(=O)Nc2ccc(OC(F)F)cc2)c1	14.0%
CC(C)n1c(Oc2ccc(F)cc2)nc2c1c(=O)n(C)c(=O)n2C	14.5%
CCOc1ccc(NC(=O)C2CCCN(C(=O)Nc3ccccc3)C2)cc1 (stereo not drawn)	-0.9%
COC(=O)c1sccc1NC(=O)CC1C(=O)NCCN1C(=O)c1ccc(N(C)C)cc1 (stereo not drawn)	-0.6%[57.5 µM]
CCNC(=O)CON=C1c2ccccc2-c2ccccc21	0.1%
COc1ccc(OC)c(CN(CCN2CCOCC2)C(=O)Nc2ccccc2)c1	0.6%
Cc1ccc(-c2cn3cc(C)ccc3n2)cc1	23.3%
CCN1/C(=C2/SC(=S)NC2=O)Sc2ccccc21	-5.3%
COC(=O)c1ccc(C2c3c(oc4cc(C)c(C)cc4c3=O)C(=O)N2CCCN(C)C)cc1 (stereo not drawn)	-13.0%[57.5 µM]
Cn1c(/C=N/Nc2nc3ccccc3[nH]2)nc2ccccc21	0.2%
Cc1cc2c3c(c1)C(C)CC(C)(C)N3C(=O)C2=C(C#N)C#N (stereo not drawn)	-9.9%[57.5 µM]
COC(=O)c1cc(NC(=O)/C=C/c2ccccc2)ccc1O	31.4%
O=c1ccc(-c2ccc([N+](=O)[O-])cc2)nn1-c1ccccc1	6.2%
C/C=C/c1ccc(OC)cc1	3.3%
COc1ccc(-c2nc3cnc(Oc4ccccc4)nc3n(C3CC3)c2=O)cc1	7.9%
c1ccc(C2C/C(=N\N3CCOCC3)c3ccccc3O2)cc1 (stereo not drawn)	1.6%
CN(C)c1ncc(/C=C2/C(=O)NC(=S)N(C3CCCCC3)C2=O)cn1	5.0%
CCc1onc(C)c1C(=O)O	-1.4%
CC(=O)c1cccc(NC2c3ccccc3C(=O)N2Cc2ccc3c(c2)OCO3)c1 (stereo not drawn)	-3.7%
Cc1nccn1CC(O)COc1ccccc1 (stereo not drawn)	-8.2%
Cc1cc(-c2n[nH]c(=S)n2/N=C/c2cccs2)n[nH]1	-4.8%
Cc1cccc(C(=O)Nc2sc3c(c2C(=O)O)CCC3)c1	11.3%[57.5 µM]
O=C(NCCc1ccccc1)c1ccc2nccnc2c1	-7.0%
COc1cc2c(cc1OC)-c1nnc(C)n1C1(CCCC1)C2	1.1%
COCCCNCC1C(Oc2ccc(Cl)cc2)C(=O)N1c1ccccc1C (stereo not drawn)	6.0%
COc1ccc(OC)c(NC(=O)c2c(NC(=O)CCC(=O)O)sc3c2CCCCC3)c1	0.3%
O=C(CNC(=O)c1cccc(OC(F)F)c1)OCn1nnc2ccccc2c1=O	3.9%[57.5 µM]
COC(=O)C1CSC(c2ccc(Cl)cc2)N1C(=O)c1ccccc1 (stereo not drawn)	0.1%
CC(=O)c1cc2c(cc1NC(=O)C1CC1)OCO2	-3.1%
CCN(CC)CCN(C)C(=O)c1ccc(OC2CCN(C(=O)C3CC3)CC2)cc1	30.8%
CCC(C)C(Nc1ccc(C(=O)OC)cc1[N+](=O)[O-])C(=O)OC (stereo not drawn)	0.2%
COc1cccc(-c2csc(N3CCN(C(=S)Nc4cccc(C)c4)CC3)n2)c1	1.6%
COC(=O)Cc1ccc(NC(=S)NCCC(C)C)cc1	2.8%
Oc1ccc(/C=N/N=C/c2ccc(O)cc2)cc1	-2.3%
COc1ccccc1CNC(=O)c1cc(C)nn1-c1ccccc1	8.3%[57.5 µM]
CC(=O)NC(Cc1cc(C)ccc1C)C(=O)N1CCN(C(=O)c2ccc(Br)cc2)CC1 (stereo not drawn)	2.5%
c1ccc([C@@H]2CN3CCSC3=N2)cc1	-2.7%[25.7 µM]
COC(=O)c1cccc(NC(=S)Nc2cc(Cl)ccc2OC)c1	-0.3%
CCC1C/C(=C\c2cccnc2)C(=O)/C(=C/c2cccnc2)C1 (stereo not drawn)	-5.6%
c1ccc(C(c2nnnn2C2CCCC2)N2CCN(c3nc4ccccc4s3)CC2)cc1 (stereo not drawn)	7.3%
Cc1ccc(-c2nc(NC(=O)CSc3nnc4scc(-c5ccccc5)n34)ns2)cc1	-6.0%[57.5 µM]
CCOC(=O)C1(CCc2ccccc2)CCN(Cc2ccc(OC)cc2)CC1	-25.8%[57.5 µM]
Cc1ccc(C(=O)Nc2ccc(Cl)cc2C(F)(F)F)c(Cl)c1	-0.9%
CSc1nnc(SCC#N)s1	1.7%[57.5 µM]
O=C(O)CC(SCC(=O)NC1CCCc2ccccc21)C(=O)O (stereo not drawn)	-6.8%[57.5 µM]
Oc1cc(Br)ccc1C=Nc1ccc(N2CCCCC2)cc1	-11.7%[57.5 µM]
CS(=O)(=O)c1ccc([C@H](O)[C@H](CO)NC(=O)C(Cl)Cl)cc1	6.4%[25.7 µM]
Cn1cnc(S(=O)(=O)Nc2ccc(OC(F)F)cc2)c1	7.2%[57.5 µM]
O=C(Nc1ccc(Cl)cc1)Nc1cccc2nsnc12	-12.7%[57.5 µM]
CCCCCCCn1ccc(O)c(CC(=O)OC)c1=O	10.9%
COc1ccc(N2CCN(C(CNC(=O)C(=O)NCc3cccs3)c3ccco3)CC2)cc1 (stereo not drawn)	-2.3%
O=S(=O)(Nc1nc2ccccc2nc1N1CCN(c2ccccc2)CC1)c1ccc(F)cc1	-3.0%
O=C(/C=C/c1ccc2c(c1)OCO2)c1ccccn1	?
O=C(CSC1=NCCS1)NC(NC(=O)CSC1=NCCS1)c1ccccc1	-0.1%
c1cc2nnnn2nc1N1CCCCCC1	2.8%
CCOc1ccc(NC(=S)NNC(=O)c2ccc(Br)cc2)cc1	2.6%
O=C(c1cccs1)N(Cc1cc2ccccc2[nH]c1=O)c1ccccc1	-6.5%
CS(=O)(=O)Nc1ccc(C2=NN(S(C)(=O)=O)C(c3cccs3)C2)cc1 (stereo not drawn)	-3.9%

Other results follow:
SMILES	ERK EGF inh
COc1ccc(N(CC(=O)Nc2c(C)cccc2C)S(=O)(=O)c2ccccc2[N+](=O)[O-])c(OC)c1	-5.1%
N#Cc1ccc(C(=O)N/N=C/c2cn(CC(=O)O)c3ccccc23)c(F)c1	11.8%
COC(=O)c1sc(N2C(=O)c3oc4ccccc4c(=O)c3C2c2cccc(O)c2)nc1C (stereo not drawn)	-7.7%[57.5 µM]
Cc1occc1-c1nnc(SCC(=O)Nc2ccccc2)n1C	-5.5%
